IkB signaling – IkB Signaling | ABC-DLBCL IkBa-CBG/CBR dual luciferase ratio, 4 h; response scale: scaled: untreated 0%, proteasome inhibitor 100% | Potency, µM (doses to about 57.1 µM), for the others: at the highest dose IkBa stabilization activation | hit rate 0.04% among 110,000 | AID 445, 2006; active = well fitted curve in the direction sought with a large enough effect in the signal ratio, not every such curve was filed as active; inconclusive = small, poorly fitted or top-dose-only effect, or a change in a side signal; the % refers to the signal ratio;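 note: the direction sought is a rising ratio; 0% = basal untreated cells and 100% = reference inhibitor full response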
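Curves were fitted separately to fusion (green), unfused (red) and ratio luminescence, then classed by r2, magnitude and activity. Cells: OCI-Ly3, 4 h compound plus doxycycline at 37C; 10 uM MG-132 defined full response.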
Imprint erasure – qHTS Assay for Compounds that Induce Erasure of Genomic Imprints; hit rate 0.02% among 110,000; mouse ES Peg3-LacZ reporter, beta-gal luminescence, 40 h; Potency, µM (doses to about 60.7 µM), without a hit: at the highest dose activity change, positive = activation, hits mostly activators; AID 1948, 2009;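 note: 0% = negative control wells on the plate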
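Each well holds 300 Peg3LacZ-Neo (maternal) female ES cells incubated 40 h at 37C, 5% CO2. LacZ is measured by BetaGlo luminescence, with AC50 and maximum efficacy derived from dose-response curves.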
p53ts 32C kill – qHTS Screen for Compounds that Selectively Target Cancer Cells with p53 Mutations: Cytotoxicity of p53ts Cells at the Permissive Temperature | H1299-p53A138V at 32C, ATP luminescence viability, 24 h | Potency, µM (series often up to 46.1 µM), inactives show at the top dose activity change, negative = cytotoxicity, most hits filed as cytotoxic | hit rate 0.93% among 130,000 | AID 924, 2007;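 note: 0% = DMSO and -100% = full killing by reference compound; nearly all actives have a fitted effect of over 55% in size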
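Cells: H1299 p53ts (A138V), 600/well, pre-incubated 16–30 h at 37C. Cpd up to 46 uM, 24 h, 32C. Readout: ATPlite luminescence, 20 min RT. Normalization: DMSO vs tamoxifen 100 uM. AC50 by Hill equation.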
p53ts 39C kill – qHTS Screen for Compounds that Selectively Target Cancer Cells with p53 Mutations: Cytotoxicity of p53ts Cells at the Nonpermissive Temperature; H1299-p53A138V viability at 39C, ATP luminescence, 24 h; Potency, µM (titrated, usually from 46.1 µM), without a hit: at the top dose activity change, negative = cell killing, usual class: cytotoxic; hit rate 1.5% among 130,000; AID 902, 2007; note: nearly all actives have a fitted effect of over 55% in size
* = called active by the depositor; u = inconclusive; x = no result given; [ ] = another dose, or the depositor's remark. Unless noted, calls come from the whole dose curve; as a rule, active = well fitted curve in the direction sought with a large enough effect; inconclusive = small, poorly fitted or top-dose-only effect, or another doubt; inactive = no such curve, though single readings can be large; an effect the other way counts as inactive or inconclusive. Unless noted, % is set by controls: 0 for no effect and ±100 for the full control effect; potency is the fitted concentration of half-maximal effect.

1: Cn1c(C(=O)N2CCC(C(=O)NCCc3ccc(S(N)(=O)=O)cc3)CC2)cc2sccc21
2: CCn1cnc2cc(NC(=O)c3ccco3)ccc21
3: CC(=O)c1cccc(NC(=O)c2nc3ccccc3nc2N2CCCCC2)c1
4: c1ccc(-c2nnn(C34CC5CC(CC(C5)C3)C4)n2)cc1
5: O=c1[nH]c(=O)n([C@@H]2O[C@H](CO)[C@@H](O)[C@H]2O)cc1Br
6: O=C(/C=C\c1ccc(O)c(O)c1)O[C@@H]1C[C@](O)(C(=O)O)C[C@@H](O)[C@@H]1O
7: Cc1ccc2nc(N3CCC(C(=O)NCc4ccc(F)cc4)CC3)[nH]c2c1
8: NC(=O)c1cccnc1
9: C[C@@H](c1ccccc1)N1C(=O)[C@H]2[C@@H]3[C@H](O)C=CC(=O)[C@H]3CC[C@H]2C1=O
10: O=C(C1CCCN(S(=O)(=O)Cc2ccccc2)C1)N1CCc2ccccc21 (stereo unspecified)

screen / no. | 1 | 2 | 3 | 4 | 5 | 6 | 7 | 8 | 9 | 10
Imprint erasure | -2.6%[10.9 µM] | x | -11.4%[10.9 µM] | -16.4% | 1.6% | -3.8%[16.8 µM] | -5.0%[10.9 µM] | -11.4% | x | -5.4%
IkB signaling | 1.3% | x | -0.1% | 2.1% | x | 1.4%[25.6 µM] | 0.4% | x | x | u
p53ts 39C kill | -22.0% | 8.91µM* | -10.0% | -9.7% | -5.5% | 1.3%[20.6 µM] | 1.6% | -1.8% | 6.3%[9.22 µM] | -7.9%
p53ts 32C kill | 2.8% | 12.6µM* | 11.7% | -8.2% | -5.7% | 9.1%[20.6 µM] | -15.7% | -5.9% | 8.7%[9.22 µM] | 6.5%

11: Cc1ccc(S(=O)(=O)NCC(=O)NCc2ccncc2)cc1
12: COc1ccc(OC(C)=O)c(C2c3cc(OC)c(OC)cc3CCN2C(C)=O)c1 (stereo unspecified)
13: Cc1nc(-n2nc(C)c(CCC(C)C)c2C)sc1C(=O)Nc1cccc(Cl)c1
14: COc1ccc(CCNC(=O)Cn2c(=O)c3cccn3c3ccccc32)cc1OC
15: CCN(CC(=O)Nc1cccc(C(C)=O)c1)S(=O)(=O)c1ccc(OC)cc1
16: Cc1ccc(NC(=O)C2CCCN(c3ncccn3)C2)cc1F (stereo unspecified)
17: O=C(O)CNC(=O)[C@@H](CS)Cc1ccccc1
18: CN(C)c1ccc(CNC(=O)CCC(=O)N2Cc3ccccc3Oc3ncccc32)cc1
19: Cc1ccc(NC(=O)c2noc3c2CCCCC3)cc1
20: CCNc1ncc2nc(CCc3ccccc3)c(=O)n(Cc3cccc(OC)c3)c2n1

screen / no. | 11 | 12 | 13 | 14 | 15 | 16 | 17 | 18 | 19 | 20
Imprint erasure | x | 5.2% | -9.9%[10.9 µM] | -3.3%[10.9 µM] | -3.9% | 4.9% | -3.6%[16.8 µM] | -4.5%[10.9 µM] | -58.7%[inhibitor] | -13.4%
IkB signaling | x | -0.6% | u | u | 1.1% | 0.2% | 1.0%[25.6 µM] | 2.4% | u | 1.7%[11.4 µM]
p53ts 39C kill | 18.4% | -11.4% | -11.6% | 15.8µM* | 10.9% | -10.7% | 2.7%[20.6 µM] | 0.8% | u | -1.8%
p53ts 32C kill | 12.7% | 1.2% | -10.0% | -21.3% | -2.2% | -8.8% | 5.6%[20.6 µM] | 7.2% | u | -6.4%

21: CC(=O)c1cccc(NC(=O)C2CCN(C(=O)c3cnn(-c4ccccc4)c3-n3cccc3)CC2)c1
22: CCOC(=O)c1noc2ncn(Cc3ccc([N+](=O)[O-])cc3)c(=O)c12
23: CCCCCCSC1=C(C#N)C(c2ccc(O)cc2)CC(=O)N1 (stereo unspecified)
24: O=C(O)c1ccc(B(O)O)cc1
25: OCC#CCSc1nnc(-c2ccncc2)o1
26: CC(C)Oc1ccc(CNC(=O)c2ccc(CS(=O)c3cccc(Cl)c3)o2)cc1 (stereo unspecified)
27: Cn1c(=O)c2c(-c3ccccc3)n(Cc3cccnc3)cc2n(C)c1=O
28: Cn1c(Cc2cccs2)n[nH]c1=S
29: O=C(O)c1ccc2c3c1cccc3c(=O)n1c3ccccc3nc21
30: Cc1onc(-c2c(Cl)cccc2Cl)c1C(N)=O

screen / no. | 21 | 22 | 23 | 24 | 25 | 26 | 27 | 28 | 29 | 30
Imprint erasure | 22.7%[10.9 µM] | -3.4%[10.9 µM] | -10.5% | -1.9% | -1.8% | -15.7%[10.9 µM] | 1.0% | -6.5% | -31.5%[inhibitor] | x
IkB signaling | u | 2.1% | u | x | -1.9% | 1.0% | -0.1% | 2.1% | -0.5% | x
p53ts 39C kill | -3.1% | 11.2% | u | 11.1% | 6.7% | -8.3% | 5.4% | 10.8% | 12.2% | -3.3%
p53ts 32C kill | 6.0% | -7.3% | -19.0% | 2.2% | 7.0% | -4.2% | -2.6% | 10.5% | 3.8% | -0.6%

31: Cn1c(=O)oc2cc(S(=O)(=O)N3CCC(C(=O)Nc4ccc(OC(F)(F)F)cc4)CC3)ccc21
32: O=C(NCCC1=CCCCC1)NC12CC3CC(CC(C3)C1)C2
33: O=C(CCC1CCCC1)N1CCc2c([nH]c3ccccc23)C1c1ccc(F)cc1 (stereo unspecified)
34: Cc1ccc(C(C)C)c(OCC(=O)Nc2ccc(C(=O)OC3CCCCC3)cc2)c1
35: Cc1cc(C)nc(SCCS(=O)Cc2ccc(Cl)cc2)n1 (stereo unspecified)
36: Cc1ccc(C)c(Cn2nnc(C(=O)NCc3ccccc3)c2N)c1
37: NS(=O)(=O)c1ccc(N=Nc2ncccc2O)cc1
38: O=C(NCc1cccnc1)c1nn(-c2ccc(F)cc2)nc1CO
39: CCOc1ccc2nc(SC(CC)C(=O)Nc3cc(C)on3)sc2c1 (stereo unspecified)
40: COc1ccc(CN(CC2CCCO2)S(=O)(=O)c2ccc(C(=O)O)cc2)cc1OC (stereo unspecified)

screen / no. | 31 | 32 | 33 | 34 | 35 | 36 | 37 | 38 | 39 | 40
Imprint erasure | -28.4% | x | 14.5%[10.9 µM] | -15.9%[10.9 µM] | -9.8% | 3.7%[10.9 µM] | -6.1%[10.9 µM] | 18.3%[10.9 µM] | -13.9% | -0.8%
IkB signaling | -0.2% | x | u | 0.5% | -1.7% | 0.7% | -0.7%[11.4 µM] | -2.1% | -1.0% | 5.2%
p53ts 39C kill | -7.7% | 18.1% | 0.3% | -5.6% | 2.9% | -11.0% | 0.0%[9.22 µM] | -8.6% | 1.6% | 5.3%
p53ts 32C kill | -18.1% | -5.4% | -20.0% | -13.0% | 5.1% | -1.0% | -3.9%[9.22 µM] | 0.1% | 4.0% | -5.2%

41: O=C(Nc1ccccc1C(=O)N1CCOCC1)c1ccco1
42: COc1ccc(OC)c2sc(NC(=O)c3ccc(S(=O)(=O)N4CCCC4)cc3)nc12
43: Cc1nc(SC2CC(=O)N(c3ccccc3)C2=O)nc2c1CCCC2 (stereo unspecified)
44: Cc1nn(CCCC(=O)N2CCc3ccccc3C2)c(=O)c2cc3sccc3n12
45: Cc1ccc(CN2CCC(CNC(=O)Nc3cccc(C)c3C)C2)cc1 (stereo unspecified)
46: CCOC(=O)CCCCC(=O)c1[nH]c(=O)[nH]c1Cn1cnc2ccccc21
47: Cc1ccc(-c2nc(CSc3nnc(C)n4c3cc3occc34)c(C)o2)cc1
48: CN(C)CCNC(=O)C1CCN(c2nc3ccccc3[nH]2)CC1
49: Cc1cccc(NC2=C(NC(=O)c3ccccc3)C(=O)c3ccccc3C2=O)c1
50: COCCN(CCOC)S(=O)(=O)c1ccc(C(=O)NC2CCN(Cc3ccccc3)CC2)cc1

screen / no. | 41 | 42 | 43 | 44 | 45 | 46 | 47 | 48 | 49 | 50
Imprint erasure | -12.6% | -10.9%[10.9 µM] | 0.1% | -8.4% | -11.6%[10.9 µM] | 4.0% | -15.4%[10.9 µM] | 8.2%[10.9 µM] | x | -12.5%
IkB signaling | 0.1% | -1.1% | 0.5% | u | -0.2% | 1.2% | 0.0% | 0.7% | x | 0.4%
p53ts 39C kill | 3.9% | -18.3% | 11.3% | 0.9% | -16.2% | 16.0% | 15.6% | 0.5% | u | -8.9%
p53ts 32C kill | -4.8% | 13.2% | 5.3% | -8.1% | -11.1% | 10.6% | 2.3% | 4.7% | u | -3.9%

Pulled one by one from above (3):
49: Cc1cccc(NC2=C(NC(=O)c3ccccc3)C(=O)c3ccccc3C2=O)c1
3: CC(=O)c1cccc(NC(=O)c2nc3ccccc3nc2N2CCCCC2)c1
33: O=C(CCC1CCCC1)N1CCc2c([nH]c3ccccc23)C1c1ccc(F)cc1 (stereo unspecified)

screen / no. | 49 | 3 | 33
Imprint erasure | x | -11.4%[10.9 µM] | 14.5%[10.9 µM]
IkB signaling | x | -0.1% | u
p53ts 39C kill | u | -10.0% | 0.3%
p53ts 32C kill | u | 11.7% | -20.0%

Compounds above containing a furan ring, fused or not, in the order listed:
2: CCn1cnc2cc(NC(=O)c3ccco3)ccc21
26: CC(C)Oc1ccc(CNC(=O)c2ccc(CS(=O)c3cccc(Cl)c3)o2)cc1 (stereo unspecified)
41: O=C(Nc1ccccc1C(=O)N1CCOCC1)c1ccco1
47: Cc1ccc(-c2nc(CSc3nnc(C)n4c3cc3occc34)c(C)o2)cc1

screen / no. | 2 | 26 | 41 | 47
Imprint erasure | x | -15.7%[10.9 µM] | -12.6% | -15.4%[10.9 µM]
IkB signaling | x | 1.0% | 0.1% | 0.0%
p53ts 39C kill | 8.91µM* | -8.3% | 3.9% | 15.6%
p53ts 32C kill | 12.6µM* | -4.2% | -4.8% | 2.3%

The results go on.
51: O=[N+]([O-])c1cccc(/C=N\N2CCN(c3ccc(Cl)cc3)CC2)c1
52: CC(C)NC(=O)N1CCCC2(CCN(C(=O)c3ccncc3)CC2)C1
53: COc1cc(NC(=O)c2cc3cc4ccc(C)cc4nc3o2)cc(OC)c1OC
54: O=C1C2CCCN2C(c2ccc(F)c(F)c2)N1c1cccc(Cl)c1 (stereo unspecified)
55: CCOc1ccccc1C(=O)N(Cc1ccco1)C1CCS(=O)(=O)C1 (stereo unspecified)
56: CCCN(C(=O)CCc1nc(-c2ccccc2F)no1)c1ccc(CC)cc1
57: COc1ccc(NC(=O)Cn2cnc3sc(C)c(S(=O)(=O)N4CCN(C)CC4)c3c2=O)cc1Cl
58: Cc1ccc(S(=O)(=O)N2CCN(C(=O)N3CCOCC3)C2C(C)C)cc1 (stereo unspecified)
59: O=C(CN(c1ccc(F)cc1)S(=O)(=O)c1ccc2c(c1)OCCO2)Nc1cccnc1
60: COc1ccc(-n2c(=O)cnc3cnc(N4CCN(C)CC4)nc32)cc1

screen / no. | 51 | 52 | 53 | 54 | 55 | 56 | 57 | 58 | 59 | 60
Imprint erasure | x | x | 12.5%[10.9 µM] | -17.6% | -13.2% | -9.1%[10.9 µM] | -12.8%[10.9 µM] | -7.4% | -1.6% | -10.2%
IkB signaling | x | 2.8%[11.4 µM] | 0.8% | -2.3% | 6.7% | u | u | -1.6% | -1.3% | 0.4%[11.4 µM]
p53ts 39C kill | 17.0% | -10.1% | 7.0% | -3.1% | 11.1% | -18.6% | -3.3% | -3.6% | 12.8% | -8.4%
p53ts 32C kill | u | -9.3% | -8.0% | -9.0% | -6.7% | 2.6% | 0.0% | -6.1% | 2.2% | 7.9%

61: CC(C)C1CC(=O)NC(SCC(=O)Nc2ccc(Br)cc2)=C1C#N (stereo unspecified)
62: O=C(CSc1ccccc1)Nc1ccccc1N1CCOCC1
63: O=C(c1cnccn1)N1CCC2(CC1)CN(c1cccc(-c3ccccc3)c1)C2
64: O=C(Nc1ccc(NC(=O)C2CCCN2C(=O)OCc2ccccc2)cc1)c1ccco1 (stereo unspecified)
65: Cn1c(=O)[nH]c(=O)c2c1nc(NCCCO)n2CCCc1ccccc1

screen / no. | 61 | 62 | 63 | 64 | 65
Imprint erasure | -8.9% | -14.4% | x | u | 0.1%
IkB signaling | 1.1% | -0.6% | -0.9%[11.4 µM] | 0.7% | -0.4%
p53ts 39C kill | -5.9% | -2.2% | -11.1% | 9.8% | -4.3%
p53ts 32C kill | -2.5% | 0.0% | -12.9% | -5.2% | -5.4%

From PubChem BioAssay
